Screens (PubChem BioAssay)
LGR2 inh: blocks bursicon-induced cAMP signaling via Drosophila LGR2 | HEK293 LGR2, CRE-luciferase, bursicon-stimulated, 4 h | inhibition, % at 9.99 µM | actives 0.35% (n = 380,000) | AID 720647;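 active means drop in luminescence signal, shown as inhibition above about 50% in the replicate tests, limit read from the data, passing the limit was not always enough; inconclusive means probably only some replicates passing the limit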;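 further: agonist challenge used bursicon conditioned medium at about half maximal strength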
PAX8 reporter: PAX8 transcriptional activity inhibition. RMG-I TPO-luciferase reporter, SteadyGlo, 24 h. inhibition, % at 12.6 µM. actives 1.2% (n = 360,000). AID 652154;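 active means mean replicate inhibition at least 60% with every replicate also reaching 60%; inconclusive means only one of the two criteria is met; inactive means mean below 60% and not all replicates reaching 60%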;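 further: luciferase light reporting Pax8 driven TPO promoter activity; plate controls were median of neutral control wells for no effect and mitoxantrone controls for full effect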
ARNT TACC3 PPI: ARNT/TACC3 interaction disruption; Q9Y6A5; inhibition, % at 9.99 µM; AlphaScreen His-ARNT PAS-B/GST-TACC3 binding, luminescence; TACC3 fragment carries E629A point mutation; actives 0.66% (n = 390,000);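 active means mean inhibition of replicates at least 50% and at least half of replicates each reaching 50%; inconclusive means half or more replicates reach 50% but mean below 50%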;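 further: 0% = complete ARNT plus TACC3 wells and 100% = ARNT alone without TACC3; many hits fall short of the cut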
SIRT5 inh: inhibitors of human sirtuin-5 desuccinylase. Purified SirT5, succinyl-peptide AMC, trypsin-coupled fluorescence. inhibition, % at 15 µM. actives 1.1% (n = 330,000). AID 652115; in the data active means inhibition above about 15%; inconclusive means no clear call, values can overlap the other calls
Target sequence (Q9NXA8 whole entry, looked up): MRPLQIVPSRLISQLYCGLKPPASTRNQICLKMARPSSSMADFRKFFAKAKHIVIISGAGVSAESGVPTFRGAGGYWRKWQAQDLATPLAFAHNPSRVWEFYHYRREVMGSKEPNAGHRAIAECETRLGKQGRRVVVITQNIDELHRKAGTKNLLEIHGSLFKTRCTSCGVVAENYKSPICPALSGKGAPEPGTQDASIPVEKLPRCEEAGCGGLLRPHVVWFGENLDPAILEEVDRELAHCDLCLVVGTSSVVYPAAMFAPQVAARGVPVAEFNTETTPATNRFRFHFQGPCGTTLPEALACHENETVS
Casp6 inh: blocks human caspase-6 cleavage activity | P55212 | purified caspase-6, Z-VEID-R110 cleavage fluorescence | inhibition, % at 12.5 µM | actives 0.53% (n = 350,000) | AID 686996;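 active means mean inhibition across replicates at least about 35%, with every replicate also reaching that limit, limit read from the data; inconclusive means only one of the two criteria met; inactive means neither criterion met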;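 further: 0% = median of neutral control wells and 100% = no fluorescence left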
Target sequence (P55212 24-179 limits assumed): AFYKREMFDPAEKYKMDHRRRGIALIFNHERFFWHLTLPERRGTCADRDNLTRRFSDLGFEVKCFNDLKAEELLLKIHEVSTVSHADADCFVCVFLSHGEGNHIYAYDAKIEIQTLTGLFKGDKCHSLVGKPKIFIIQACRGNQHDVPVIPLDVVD
Target sequence (P55212 194-293 limits assumed): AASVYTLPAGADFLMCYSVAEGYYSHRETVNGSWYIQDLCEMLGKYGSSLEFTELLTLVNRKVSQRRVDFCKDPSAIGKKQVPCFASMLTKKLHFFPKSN
EWS-Fli block: inhibitors of EWS/Fli oncoprotein transcriptional activity; A673 NR0B1-luciferase reporter, viability-normalised; inhibition, % at 12.6 µM; actives 0.67% (n = 350,000); AID 651661;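 active means mean inhibition of at least 50% after viability correction, with every replicate also passing that limit; inconclusive means mean reaches 50% but only one of two replicates passes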;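 further: firefly luciferase signal divided by Alamar Blue viability fluorescence both relative to DMSO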
DENV2 CPE: inhibitors of DENV2 cytopathic effect; DENV2-infected cells, cytopathic effect rescue, plate reader; actives 1.7% (n = 350,000); AID 651640; CPE inhibition, % at 9.99 µM; in the data active means CPE inhibition above about 20%, passing the limit was not always enough; inconclusive means no clear call, values can overlap the other calls; tested in BHK-21 cells;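 further: 0% = median of neutral control wells and 100% = median of positive control wells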
* = called active by the depositor; ? = inconclusive; nt = not tested or not shown; & = joins results of further samples.

molecule	LGR2 inh	EWS-Fli block	Casp6 inh	ARNT TACC3 PPI	DENV2 CPE	PAX8 reporter	SIRT5 inh
CC(=O)c1cc2c(cc1NS(=O)(=O)c1cccc(C(=O)O)c1)OCO2	-19	-33	1	nt	15	19	0
CCCN1[C@@H]2c3ccc(C4=CCCCC4)c(=O)n3C[C@H]1[C@H](CO)[C@H]2C(=O)NCC	9	-1	1	-5	-4	nt	-7
Cc1cccc(OCc2nc(-c3cccnc3)no2)c1	-14	-38	3	nt	-9	92*	-4
Cc1cc(Cl)ccc1OCC(=O)N/N=C/c1ccc(OC2OC(CO)C(O)C(O)C2O)cc1 (stereo not given)	2	-9	-1	-2	-8	-17	-3
O=C(O)c1ccc(CNCc2ccc(Cl)cc2)cc1	-9	-8	1	nt	3	4	-2
CC(=O)Nc1ccc2c(c1)C(=O)N(C)[C@H]1CC[C@H](CC(=O)NCC3CC3)O[C@@H]1CO2	-24	3	2	-15	-3	1	-2
COc1ccc(Cl)cc1Nc1nnc(-c2ccncc2)s1	12&-28	-11	1&1	17	?	-3	-3&0
O=C(NCc1ccccc1)[C@@H]1CCCN1C(=O)[C@H]1CCCN1C(=O)c1ccc(Cl)cc1	2	-4	-3	nt	2	-17	nt
CC(C)Cn1c(N)c(C(=O)COC(=O)c2cccnc2Cl)c(=O)n(C)c1=O	-7	0	2	-4	17	-1	2
C[C@H](CO)N1C[C@H](C)[C@@H](CN(C)Cc2ccccc2)OCCCC[C@H](C)Oc2ccc(NC(=O)Cc3ccccc3)cc2C1=O	3	4	0	2	-3	-50	0
O=C(O)c1cc(NS(=O)(=O)c2cccs2)cc(NS(=O)(=O)c2cccs2)c1	3	1	16	-3	-1	-8	-3
COc1ccc(OC)c(C2=CC(=O)C[C@H](c3ccc(F)cc3)C2)c1	-5	-2	2	nt	?	-3	4
C/C=C/C(=O)Nc1cccc(C2=NOC3(C2)C[C@@H](C(N)=O)N(C(=O)C(c2ccccc2)c2ccccc2)C3)c1 (stereo not given in full)	2	0	7	1	-12	1	nt
CCOc1ccc(C(=O)OC(C)CN2CCN(C)CC2)cc1 (stereo not given)	-25	12	-1	-19	-1	4	-2
O=S(=O)(NCC1CCCO1)c1ccc(Cl)cc1 (stereo not given)	-6	-2	-10	-5	4	28	-1
O=C(CCCCCN1C(=O)c2cccc3cccc(c23)C1=O)NC1CCS(=O)(=O)C1 (stereo not given)	-19	-7	3	5	nt	-17	-4
Cc1ccc(C)c(NC(=O)COC(=O)c2cc3ccccc3oc2=O)c1	-9	-3	-1	19	3	6	0
CO[C@@H]1CN(C)C(=O)c2ccc(NS(C)(=O)=O)cc2OC[C@@H](C)N(CC2CC2)C[C@H]1C	1	-2	-11	-7	1	-17	-1
CNC(=S)N=Nc1c(O)[nH]c2ccc(C(C)C)cc12	6	17	0	0	-6	22	nt
CCCCCCCCN1C(=O)[C@H](CC(=O)N2CCN(C(=O)c3ccco3)CC2)C[C@@]2(C(=O)OC)CCCCC=C12	1	8	9	nt	7	46	nt
C[C@H](CO)N1C[C@H](C)[C@@H](CN(C)C(=O)c2ccc(F)cc2)Oc2cc(C3=CCCC3)ccc2S1(=O)=O	-6	8	0	-7	4	5	5
CC(C)NC(=O)N(C)C[C@H]1OCCCC[C@H](C)Oc2ccc(N(C)C)cc2C(=O)N([C@H](C)CO)C[C@@H]1C	-1	nt	-1	11	-1	-4	-1
COC(=O)c1sc(N2C(=O)C(O)=C(C(=O)c3ccc(C)o3)C2c2ccc([N+](=O)[O-])cc2)nc1C (stereo not given)	7	nt	17	7	-13	1	7
O=C(NC(=S)Nc1cccc(Cl)c1Cl)C1CC1	5	nt	-2	-2	-3	-40	1
O=C(C[C@H]1CC[C@H]2[C@@H](COC[C@H](O)CN2C(=O)C2CCCC2)O1)NCc1ccncc1	-12	4	1	-1	15	-12	-3

Whole records as entered above.
Listed for C[C@H](CO)N1C[C@H](C)[C@@H](CN(C)Cc2ccccc2)OCCCC[C@H](C)Oc2ccc(NC(=O)Cc3ccccc3)cc2C1=O → LGR2 inh: 3; EWS-Fli block: 4; Casp6 inh: 0; ARNT TACC3 PPI: 2; DENV2 CPE: -3; PAX8 reporter: -50; SIRT5 inh: 0
Listed for CC(C)Cn1c(N)c(C(=O)COC(=O)c2cccnc2Cl)c(=O)n(C)c1=O → LGR2 inh: -7; EWS-Fli block: 0; Casp6 inh: 2; ARNT TACC3 PPI: -4; DENV2 CPE: 17; PAX8 reporter: -1; SIRT5 inh: 2

Remaining list, next part:
molecule	LGR2 inh	EWS-Fli block	Casp6 inh	ARNT TACC3 PPI	DENV2 CPE	PAX8 reporter	SIRT5 inh
O=C(NC1CC1)c1cc2c(s1)CS(=O)(=O)C2	-1	10	2	0	nt	11	-1
Cc1cc(/C=C2\SC(=S)NC2=O)cc(C)c1O	-24	16	1	-7	2	-12	0
COc1ccc(C2=NN(C(=O)c3ccccc3)C(c3ccc(OC)c(OC)c3)C2)cc1OC (stereo not given)	-25	10	4	5	?	6	1
Cc1cc(-c2n[nH]c(=S)n2/N=C/c2ccc(Br)s2)n[nH]1	16	nt	nt	0	nt	-17	nt
COc1ccc(-c2c(C)nc3c(-c4ccccn4)cnn3c2N)cc1	-159	-42	-2	-4	-6	-150	-4
CCN(CC(=O)Nc1ccc(NC(C)=O)cc1)CC(=O)Nc1ccccc1C(=O)c1ccccc1	-14	7	2	8	-5	25	0
COc1cc(-c2noc(C)c2C#CC2(O)CCCCC2)cc(OC)c1OC	15	18	0	nt	13	-12	2
O=C(NN1C(=O)/C(=C/C=C/c2ccccc2)SC1=S)c1ccncc1	36	5	17	19	3	4	22*
CCOC(=O)c1cccc(NC(=O)CCNS(=O)(=O)c2cccc3nonc23)c1	-2	8	-1	-6	14	-4	1
C[C@H]1CN([C@@H](C)CO)C(=O)c2cc(-c3ccncc3)cnc2O[C@H]1CN(C)C(=O)c1ccc(F)cc1	11	-13	-4	-2	?	nt	1
CCC(=O)N1[C@H](CO)[C@H](c2ccc(C3=CCCCC3)cc2)[C@@H]1CN(C)C(C)=O	0	-12	-2	nt	-4	nt	-4
O=C(NC(CC(=O)N1CCN(c2ccccc2)CC1)c1ccccc1)c1ccccc1Cl (stereo not given)	nt	-5	-5	-5	1	-11	-1
CCCCC1=CC2=CC(=O)C(C)(OC(=O)c3cccs3)C(=O)C2=CO1 (stereo not given)	2	2	2	-1	-8	13	1
O=C(N/N=C/c1ccc(O)c(O)c1)N/N=C/c1ccc(O)c(O)c1	-1	6	75*	21	?	4	8
Cc1cc(C)cc(C(=O)Nc2ccc(NC(=O)Cc3ccccc3)cc2)c1	0	13	1	-4	4	20	-10
O=C(CSc1nnnn1C1CC1)Nc1cc(S(=O)(=O)N2CCCC2)ccc1Cl	17	6	0	-15	1	3	1
C/C(=N\Nc1ccc(C)c(Cl)c1)c1ccncc1	-10	-32	-4	-2	?	-34	-3
COc1ccccc1/C=C(/NC(=O)c1ccccc1)C(=O)NCCN1CCOCC1	-1	nt	8	-3	0	-12	-5
COCC(=O)N(C)C[C@@H]1Oc2ncc(C#CC3(O)CCCC3)cc2C(=O)N([C@@H](C)CO)C[C@H]1C	-1	11	7	-6	41*	nt	-1
O=C(O)Cc1ccc(NS(=O)(=O)c2ccccc2Cl)cc1	-7	-4	nt	nt	-1	10	-2
O=C(NCCNC(=O)c1cc(Cl)ccc1Cl)c1cnccn1	-18	-4	2	nt	-3	-1	2
Cc1cc(NC(=O)CSc2ccc(-c3ccc(Br)cc3)nn2)no1	-23	nt	0	1	2	-5	-3
CC1(C)CC(=O)C(C(c2cc([N+](=O)[O-])ccc2Cl)C2C(=O)CC(C)(C)CC2=O)C(=O)C1	11	-8	-3	nt	-2	-4	2
Cc1ccccc1C(=O)Nc1nnc(S(=O)(=O)N2CCCCCC2)s1	nt	1	-4	0	9	-9	0
O=C(CN1C(=O)NC2(CCCCC2)C1=O)N1CCN(S(=O)(=O)/C=C/c2ccccc2)CC1	-7	-4	1	1	1	0	-6
C[C@H](NC(=O)[C@H]1[C@H](CO)[C@H]2Cn3c(cccc3=O)[C@@H]1N2C(=O)C1CC1)c1ccccc1	11	4	4	-5	-4	nt	7
CCN(CC)c1ccc(C=C2SC(=S)NC2=O)cc1	-38	-20	-1	-12	11	-57	13
CN(C)S(=O)(=O)c1cc(NC(=O)CN2CCc3ccccc32)ccc1Cl	nt	-4	3	7	5	29	4
O=C(COC(=O)c1cc(=O)c2ccccc2o1)NCc1ccccc1	-7	0	-4	0	1	2	-7
COc1cc(NC(=O)C2(C)CCCN(C(C)C)C2)cc(OC)c1OC (stereo not given)	3	-3	0	nt	10	-1	0
CNC[C@H]1Oc2c(NC(=O)c3nc4ccccc4s3)cccc2C(=O)N([C@@H](C)CO)C[C@H]1C	-3	4	3	-5	?	-46	9
COc1ccc(-c2nn(-c3ccccc3)cc2C(=O)OCC(=O)c2ccc(C)c([N+](=O)[O-])c2)cc1	nt	7	-4	-4	-3	11	0
COc1cccc(C(=O)Nc2nnc(S(=O)(=O)N(C)Cc3ccccc3)s2)c1	7	-56	0	-5	-8	9	5
Cc1c(NC(=O)/C=C/c2ccc(S(=O)(=O)N3CCOCC3)cc2)c(=O)n(-c2ccccc2)n1C	-28	3	2	3	8	-1	0
COCCCn1c(=O)c2sccc2n2c(CCCC(=O)N(C)Cc3ccco3)nnc12	14	4	2	5	3	14	0
CCn1ncc(S(=O)(=O)NCc2ccco2)c1C	-2	1	2	-2	-3	-4	2
COc1cc(C(N)=O)cc(Br)c1OCc1ccccc1	-2	2	3	-5	12	9	-2
COC(=O)c1nn(-c2ccccc2)c(=O)cc1Sc1ccc(Cl)cc1	5	-10	-1	-5	-1	9	-4
Cc1ccccc1-c1ccc([C@H]2[C@H]3CN(C(=O)c4ccccc4)CC(=O)N3[C@H]2CO)cc1	-9	-5	-1	nt	6	29	0
CN(C)CCCNC(=O)C[C@H]1CC[C@H]2[C@@H](COC[C@H](O)CN2CC2CCCC2)O1	-2	3	0	-14	7	-4	2
O=C(c1ccncc1)N1CCCC(N2CCN(c3ccc(F)cc3)CC2)C1 (stereo not given)	-11	nt	-2	-2	?	-1	-5
C[C@@H]1CN([C@H](C)CO)C(=O)Cc2cc(NC(=O)Cc3cn(C)c4ccccc34)ccc2O[C@@H]1CN(C)Cc1ccccc1	9	4	0	23	10	19	6
OCCN1CNC(=S)NC1	5	10	0	-2	1	-8	nt
CC(=O)Nc1ccc(C(=O)CSc2nnc(-c3ccc(O)cc3)n2CC2CCCO2)cc1 (stereo not given)	-4	-3	2	1	nt	nt	-1
Cc1oc(-c2cccc(Cl)c2)nc1CN1CCC(C(=O)NC2CC2)CC1	10	-6	0	-5	2	3	0
CCOC(=O)c1nn(-c2ccc(C)cc2)c(=O)cc1OCC(=O)Nc1ccc(OC)cc1	-2	1	1	-13	7	0	-5
C[C@H]1CN([C@@H](C)CO)C(=O)c2cccc(NS(=O)(=O)c3cn(C)cn3)c2O[C@@H]1CN(C)Cc1ccc2c(c1)OCO2	-25	-1	-2	-6	-9	-4	3
COCCOC(=O)N1C(=O)[C@@]2(c3ccccc31)[C@H](C(=O)Nc1nc3ccccc3s1)[C@H]1C(=O)O[C@H](c3ccccc3)[C@H](c3ccccc3)N1[C@@H]2c1ccc(OCCO)cc1	nt	-40	-2	-2	-6	-12	2
CC(=O)Nc1ccc(/C=C(\C#N)C(=O)NC2CCCCC2C)cc1 (stereo not given)	-19	8	-2	-5	9	3	-1
Cc1noc(C)c1S(=O)(=O)N(C)C[C@@H]1OCCCC[C@@H](C)Oc2ccc(NC(=O)Nc3ccc(F)cc3)cc2C(=O)N([C@@H](C)CO)C[C@H]1C	-10	7	-3	-4	13	22	2
COc1ccc(NC(=O)CN(C)C(=O)/C=C/c2cn(-c3ccccc3)nc2-c2ccc(C)cc2)cc1	24	-5	-1	0	-2	nt	1
COC(=O)c1cc(-c2cccs2)[nH]n1	3	7	1	nt	-6	-11	-7
